# Screens (PubChem)
# CHRM1 antagonist: human CHRM1 antagonism. P11229. CHO-K1 hM1, Fluo-8 calcium fluorescence, ACh EC80 antagonist. inhibition, % at 3 µM. actives 1.3% (n = 360,000). AID 588852;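 active = percent inhibition above its own plate's cutoff, namely the mean of that plate's compound wells plus 3 SD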;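 also: peak over basal fluorescence ratio during 140 s after agonist addition; 0% = ACh EC80 plus DMSO and 100% = DMSO alone without agonist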
# Target sequence (P11229 whole entry, looked up): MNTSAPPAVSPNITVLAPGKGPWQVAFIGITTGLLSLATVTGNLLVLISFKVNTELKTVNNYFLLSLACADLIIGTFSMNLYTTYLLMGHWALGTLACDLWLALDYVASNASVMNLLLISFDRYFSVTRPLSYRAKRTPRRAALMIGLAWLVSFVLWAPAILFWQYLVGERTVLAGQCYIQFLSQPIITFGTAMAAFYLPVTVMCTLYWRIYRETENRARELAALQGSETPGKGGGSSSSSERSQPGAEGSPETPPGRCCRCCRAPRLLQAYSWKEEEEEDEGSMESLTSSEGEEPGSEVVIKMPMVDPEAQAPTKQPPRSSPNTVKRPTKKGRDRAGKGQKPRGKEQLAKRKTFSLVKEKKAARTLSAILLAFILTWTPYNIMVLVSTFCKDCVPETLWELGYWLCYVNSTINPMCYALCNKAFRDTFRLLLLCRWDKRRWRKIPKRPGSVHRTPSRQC
# M4 ag: CHRM4 agonism in calcium assay | activation, % at 3 µM | CHO-K1 hM4/Gqi5, Fluo-8 calcium fluorescence; vehicle 0%, full acetylcholine response 100% | P08173 | actives 0.14% (n = 360,000);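 active = activation above the run mean over all test wells plus 3 SD, cut at about 32% in these data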;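 also: peak over basal fluorescence ratio per well then scaled between controls; 0% = DMSO wells and 100% = acetylcholine at EC100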
# CHRM4 antagonist: CHRM4 antagonism in calcium assay; CHO-hM4 cells, ACh EC80, Fluo-8 calcium fluorescence; inhibition, % at 3 µM; actives 0.73% (n = 360,000); AID 624125; P08173;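 active = inhibition above its plate's cutoff, the mean inhibition of sample wells plus 3 SD, cut at about 27% in these data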;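 also: 0% = acetylcholine EC80 with DMSO and 100% = DMSO without agonist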
# M1 ag: human M1 muscarinic receptor agonism | P11229 | CHO-K1 hM1, Fluo-8 calcium fluorescence, agonist mode; 0% DMSO, 100% acetylcholine EC100 | activation, % at 3 µM | actives 0.33% (n = 360,000) | AID 588814;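 active = activation above the run's mean compound activation plus 3 SD, cut at about 16% in these data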;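 also: peak over basal fluorescence ratio within a 140 s kinetic read after compound addition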
# CHO-K1 Ca antag: M1 antagonist counterscreen hit in parental CHO-K1 cells. ATP-induced calcium, Fluo-8 fluorescence. inhibition, % at 3 µM. actives 0.6% (n = 360,000). AID 602250;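 active = inhibition above a per-plate cutoff, the plate's mean sample inhibition plus 3 SD, cut at about 24% in these data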;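 also: 0% = DMSO plus EC80 ATP and 100% = DMSO alone without ATP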
# M1 ag parental: counter-screen for M1 agonists: effect in parental CHO-K1 cells. Fluo-8 calcium fluorescence; scaled to maximal ATP response, vehicle zero. activation, % at 3 µM. actives 0.48% (n = 360,000). AID 602248; in the data active = activation above about 15%;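 also: untransfected CHO-K1 host cells lacking M1 receptor as counterscreen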
# OXTR potentiate: potentiates the human oxytocin receptor response; P30559; CHO-OTR cells, Fluo-8 calcium fluorescence, potentiator mode; 0% = oxytocin EC15, 100% = EC100; activation, % at 3 µM; actives 0.061% (n = 320,000); AID 2445;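 active = activation above that plate's cutoff, the mean activation of tested compounds plus 3 SD, cut at about 6.6% in these data, passing the limit was not always enough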;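 also: 100% uses oxytocin at 75 nM as the full agonist control; some results filed as inactive read as strong as hits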
# Target sequence (P30559 whole entry, looked up): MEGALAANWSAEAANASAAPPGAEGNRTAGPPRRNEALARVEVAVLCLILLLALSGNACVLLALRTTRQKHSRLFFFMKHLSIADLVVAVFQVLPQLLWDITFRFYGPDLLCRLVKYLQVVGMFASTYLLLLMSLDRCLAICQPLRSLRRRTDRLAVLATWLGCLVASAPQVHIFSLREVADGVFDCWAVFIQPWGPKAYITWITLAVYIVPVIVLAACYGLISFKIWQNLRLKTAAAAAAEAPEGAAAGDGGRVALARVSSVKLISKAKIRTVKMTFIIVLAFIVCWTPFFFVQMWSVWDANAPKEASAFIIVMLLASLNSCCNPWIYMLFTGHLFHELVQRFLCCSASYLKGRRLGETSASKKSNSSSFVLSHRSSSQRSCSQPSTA
#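 Assay system: CHO-OTR cells, human receptor / Also added: oxytocin at about EC15, sub-maximal agonist stimulus / Dosing: single dose, 3.0 µM nominal final compound concentration / Incubation: 6 min pre-incubation, 100 s read / Technique: Fluo-8 calcium dye fluorescence / Read-out: % activation vs EC15 and EC100 oxytocin / Benchmarks: EC15 oxytocin low, 75 nM oxytocin high / Replicates: singlicate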
# CHO parental Ca: signal in parental CHO cells, OX1R antagonist counter-screen; parental CHO-K1, ATP-induced calcium, Fluo-8 fluorescence; inhibition, % at 5.6 µM; actives 0.63% (n = 330,000); AID 463079;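 active = inhibition above that plate's mean sample inhibition plus 3 SD, cut at about 26% in these data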;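 also: 0% = ATP-challenged DMSO wells and 100% = DMSO wells without ATP; some compounds past the cut are filed as inactive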
#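 test system = CHO parental line | reagent = ATP stimulus | measured by = intracellular calcium via Fluo-8 no-wash fluorescent dye | control set = ATP and no-ATP DMSO wells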
# CHRM1 PAM: positive allosteric modulators of human M1 muscarinic receptor; P11229; CHO-K1 hM1, Fluo-8 calcium fluorescence, ACh EC20; 0% = ACh EC20, 100% = maximal ACh; activation, % at 3 µM; actives 0.088% (n = 360,000); in the data active = activation above about 19%, passing the limit was not always enough
# * hit, by the source's call; / = no result given.
1	CC(=O)c1ccc(N2CCN(CC(=O)N(CC(C)C)c3c(N)n(CC(C)C)c(=O)[nH]c3=O)CC2)cc1
2	CCCCn1cnc2c1c(=O)n(CC(=O)c1cc(C)n(C)c1C)c(=O)n2CC(C)C
3	Cc1c(C(=O)N2CCCC2)sc(NC(=O)c2ccccc2)c1C#N
4	C[N+](C)(C)CCN(Cc1ccc(Cl)cc1)c1ccccn1
5	CC(=O)c1c(C)[nH]c(C(=O)OCc2cc(=O)n3cc(Br)ccc3n2)c1C
6	CCOC(=O)c1[nH]c(C)c(/C(O)=C2\C(=O)C(=O)N(CCCN3CCOCC3)C2c2cccs2)c1C (stereo not drawn)
7	CCN(CC(=O)NC1CCS(=O)(=O)C1)S(=O)(=O)c1cc(C)ccc1C (stereo not drawn)
8	CCCc1nnc(SCC(=O)N2C(C)CCCC2C)n1CCCOC (stereo not drawn)

Assay by compound,1,2,3,4,5,6,7,8
CHO-K1 Ca antag,-12,-7,-22,-3,-15,-13,2,-12
CHRM1 PAM,10,5,13,-8,-1,6,11,0
CHRM1 antagonist,-14,-20,-15,26*,1,-7,-16,11
M4 ag,1,1,1,1,0,1,0,0
OXTR potentiate,0,-3,-9,-8,0,-6,1,-12
CHRM4 antagonist,-10,0,-24,10,6,-6,-3,-1
M1 ag,-6,-2,2,19*,-7,-2,-3,-3
CHO parental Ca,0,-5,-16,-2,-7,-11,-9,4
M1 ag parental,0.9,0.4,-0.7,-0.2,0.4,0.8,0.5,0.3

9	COc1ccccc1CN1CCC(n2nccc2NC(=O)CCOc2ccccc2)CC1
10	Cc1cccc([C@@H]2[C@@H]3C(=O)N(Cc4ccccc4)C(=O)[C@@H]3[C@]3(Cc4ccc(Cl)cc4)C(=O)N(c4ccc(Br)cc4)C(=O)N23)c1
11	COc1cc(F)ccc1CN1CCC(C(=O)Nc2ccc(Oc3ccccc3)nc2)CC1
12	NC(=O)c1nsc(C(=O)N(Cc2ccco2)C(C(=O)NCc2ccccc2)c2ccc(O)cc2)c1N (stereo not drawn)
13	CC(NC(=O)c1ccc(CS(C)(=O)=O)cc1)c1ccc(-n2ccnc2)cc1 (stereo not drawn)
14	CCCC1=[N+](CC(=O)c2ccccc2)CCn2c(C)ccc21
15	CCCc1[nH]nc2c1C(c1cccc(OC)c1)C(C#N)=C(N)O2 (stereo not drawn)
16	CCc1noc(C)c1C(=O)N1CCN(S(=O)(=O)c2c(C)c(C)cc(C)c2C)CC1

Assay by compound,9,10,11,12,13,14,15,16
CHO-K1 Ca antag,-4,-12,-11,8,-10,-11,-3,-7
CHRM1 PAM,-1,4,0,-7,4,7,4,6
CHRM1 antagonist,0,-10,4,15,-8,-10,-23,-6
M4 ag,1,1,7,22,1,1,0,1
OXTR potentiate,-1,6,-6,-13,-4,-9,-7,-3
CHRM4 antagonist,3,7,2,20,-2,-6,0,-9
M1 ag,-6,-6,2,0,-3,4,-3,-2
CHO parental Ca,-23,-20,-12,-8,1,1,-13,-17
M1 ag parental,-0.1,0.2,12,6.8,1.0,-0.1,-0.1,0.2

17	O=C(NCC(c1ccco1)N1CCCC1)c1ccc(S(=O)(=O)Nc2ccccc2Cl)cc1 (stereo not drawn)
18	CC(C)=CC(=O)Nc1cccc(S(=O)(=O)NC2=NCCCCC2)c1
19	COc1cccc(C(=O)Nc2cccc(NC(=O)c3ccccc3Cl)c2)c1
20	CC(=O)Nc1ccc(/C=C(\C#N)C(N)=O)cc1
21	COc1c(C)cccc1C(=O)Nc1ccc(N2CCN(S(C)(=O)=O)CC2)cc1
22	CC1(c2nnc(-c3ccncc3)o2)CC(c2c(Cl)cccc2Cl)=NO1 (stereo not drawn)
23	COc1cccc(N2C(=O)c3cccnc3C2O)c1 (stereo not drawn)
24	CCOc1ccc(-n2c(=S)sc3c(=O)n(-c4ccccc4)c(SC)nc32)cc1

Assay by compound,17,18,19,20,21,22,23,24
CHO-K1 Ca antag,12,-5,18,-3,0,-2,-14,5
CHRM1 PAM,-9,8,-2,7,1,1,1,5
CHRM1 antagonist,5,-6,5,-12,22,6,4,0
M4 ag,4,1,15,0,4,9,0,0
OXTR potentiate,-4,-1,6,-6,-13,-8,/,-19
CHRM4 antagonist,-14,-4,9,6,3,4,3,-21
M1 ag,-7,-6,0,-2,-1,-2,-3,1
CHO parental Ca,-20,-21,-26,-7,-4,-5,/,6
M1 ag parental,0.8,1.8,5.5,0.5,1.4,0.3,0.9,-0.9

# Entries listed so far shown as hits in CHRM1 antagonist.
nr | SMILES | CHRM1 PAM | CHRM1 antagonist | M4 ag | OXTR potentiate | CHRM4 antagonist
4 | C[N+](C)(C)CCN(Cc1ccc(Cl)cc1)c1ccccn1 | -8 | 26* | 1 | -8 | 10

# Other compounds
25	CCOC(=O)c1ccc(S(=O)(=O)N2CCN(CC(=O)NC(=O)NC3CCCCC3)CC2)cc1
26	C[C@H](CO)N1C[C@H](C)[C@@H](CN(C)Cc2ccccc2)Oc2c(NC(=O)C3CCCCC3)cccc2C1=O
27	OCCC1CN(Cc2cc3c(cc2Cl)OCO3)CCN1C1CCCC1 (stereo not drawn)
28	Cc1cccn2c(=O)c3cc(S(=O)(=O)c4ccccc4)c(=N)n(Cc4ccc(F)cc4)c3nc12
29	Cc1ccc(C(O)c2ncc(-c3ccccc3C(F)(F)F)[nH]2)cc1F (stereo not drawn)
30	O=S(=O)(c1ccc(Br)cc1)N1CCN=C1SCc1cccc(F)c1
31	O=C(NC(=S)Nc1cccc(NC(=S)NC(=O)c2ccccc2)c1)c1ccccc1
32	Cc1ccc2nc(SCc3nnc(-c4ccccc4)o3)[nH]c2c1

Assay by compound,25,26,27,28,29,30,31,32
CHO-K1 Ca antag,0,-12,10,-20,-15,-1,-4,-1
CHRM1 PAM,3,6,-18,2,0,-2,11,3
CHRM1 antagonist,-35,0,38*,1,-9,9,-12,-7
M4 ag,4,4,1,0,3,0,5,1
OXTR potentiate,-9,-3,-3,-3,/,-2,/,-2
CHRM4 antagonist,-10,3,19,3,-5,-3,-2,7
M1 ag,-3,-4,-8,-2,-2,-2,1,-3
CHO parental Ca,-28,-29,-2,0,/,-16,/,-14
M1 ag parental,0.4,-0.2,1.1,1.4,1.7,0.1,1.7,0.7

33	CCNC(=O)C1(C)CCN(C(=O)c2ccc3snnc3c2)C1 (stereo not drawn)
34	COc1cc(OC)c(OC)cc1CNC(=O)c1ccc(S(=O)(=O)N2CC(C)OC(C)C2)cc1 (stereo not drawn)
35	CCOC(=O)C(CCCOc1cccc(CC)c1)C(=O)OCC
36	O=C(N/N=C/c1c(O)n(-c2ccccc2Cl)c(=O)c2ccccc12)c1cccnc1
37	COc1ccc(CNC(=O)CN2C(=O)c3ccccc3C2=O)cc1
38	COCCN1C(=O)N[C@@H](c2ccccc2)[C@H](C(C)=O)[C@H]1C
39	Cc1cc2ncc(-c3cccc(Cl)c3)cn2n1
40	C/C(=N\N1C(=O)c2ccccc2C1=O)c1cccc([N+](=O)[O-])c1

Assay by compound,33,34,35,36,37,38,39,40
CHO-K1 Ca antag,-6,-14,-17,-7,-6,-18,-13,-1
CHRM1 PAM,14,9,9,5,2,6,2,6
CHRM1 antagonist,-23,-8,-22,17,-4,-4,-4,-10
M4 ag,1,0,-2,0,1,1,0,1
OXTR potentiate,/,-3,-9,/,-9,-5,-4,-4
CHRM4 antagonist,-21,-1,1,2,1,-3,6,2
M1 ag,0,-3,-1,2,-1,-2,-5,-5
CHO parental Ca,/,-23,-21,/,-10,-3,11,3
M1 ag parental,0.2,0.7,0.1,1.0,1.1,1.0,1.0,0.0

41	COc1ccc(Oc2ccccc2/C=C/C(=O)O)cc1
42	Cc1ccccc1C(=O)Nc1ccc(C(=O)N/N=C/c2ccc(F)cc2)cc1
43	Cc1c(C(=O)N2CCN(c3ccccn3)CC2)oc2c(F)cccc12
44	CN(C)C(=O)c1cccc(-c2cnc3c(NC=O)cc(-c4ccccc4Cl)cn23)c1
45	CSc1nc(O)c(C(c2cccc([N+](=O)[O-])c2)c2c(O)nc(SC)[nH]c2=O)c(=O)[nH]1
46	CCN1CCN(CCCN(Cc2ccco2)C(=S)Nc2ccc(Cl)cc2)CC1
47	COc1ccc(CCNC(=O)Cn2nnc3ccccc3c2=O)cc1
48	CCCCC(=O)NNC(=S)NCc1ccccc1

Assay by compound,41,42,43,44,45,46,47,48
CHO-K1 Ca antag,-4,-10,-6,-8,-10,-6,-3,-24
CHRM1 PAM,1,-1,-1,-12,8,7,5,3
CHRM1 antagonist,3,4,-8,11,-5,-7,2,39*
M4 ag,1,10,7,10,3,0,0,0
OXTR potentiate,-10,-10,-14,/,-3,-2,-4,-22
CHRM4 antagonist,-9,-10,-2,-13,-8,-2,0,-14
M1 ag,-2,-4,0,-3,1,-3,-4,-3
CHO parental Ca,1,12,6,/,7,-17,-21,-17
M1 ag parental,0.6,2.9,3.2,4.4,-0.3,0.8,0.3,0.1

# Whole records, quoted from the list. Order of screens: CHO-K1 Ca antag	CHRM1 PAM	CHRM1 antagonist	M4 ag	OXTR potentiate	CHRM4 antagonist	M1 ag	CHO parental Ca	M1 ag parental
# Listed for CCCCC(=O)NNC(=S)NCc1ccccc1 → -24	3	39*	0	-22	-14	-3	-17	0.1
# Listed for CN(C)C(=O)c1cccc(-c2cnc3c(NC=O)cc(-c4ccccc4Cl)cn23)c1 → -8	-12	11	10	/	-13	-3	/	4.4
# Listed for CCN1CCN(CCCN(Cc2ccco2)C(=S)Nc2ccc(Cl)cc2)CC1 → -6	7	-7	0	-2	-2	-3	-17	0.8
# Listed for COc1ccc(Oc2ccccc2/C=C/C(=O)O)cc1 → -4	1	3	1	-10	-9	-2	1	0.6

# (list continues)
49	CCNC(=O)C1(C)CCCN(C(=O)c2ccc3c(c2)C(C)(C)CCC3(C)C)C1 (stereo not drawn)
50	C=CCN1CCN(c2ccncc2S(=O)(=O)N2CCCCC2)CC1
51	O=C(O)CSCC(=O)N1CCN(S(=O)(=O)c2ccccc2)CC1
52	O=C(NCC(c1ccco1)N1CCCC1)c1ccccc1Sc1ccc(C(F)(F)F)cc1[N+](=O)[O-] (stereo not drawn)
53	CC(C)n1cnc2c(NCc3ccc(S(N)(=O)=O)cc3)nc(NCc3ccc(S(N)(=O)=O)cc3)nc21
54	Cc1cc(C(=O)CSc2nnnn2C)c(C)n1-c1ccc2c(c1)OCCO2
55	COc1ccc(CCNC(=O)CCC(=O)N2CCOc3ccccc32)cc1OC
56	CCOC(=O)c1c(N)sc(C(=O)Nc2ccccc2)c1C

Assay by compound,49,50,51,52,53,54,55,56
CHO-K1 Ca antag,3,4,-7,0,-13,-3,0,9
CHRM1 PAM,4,-18,10,-28,11,-13,3,4
CHRM1 antagonist,-17,31*,-8,95*,-3,21,-8,2
M4 ag,3,1,1,0,0,3,1,1
OXTR potentiate,/,-9,-8,0,-10,-18,-1,2
CHRM4 antagonist,-21,0,7,12,4,8,-4,-5
M1 ag,-7,-7,-8,-8,-7,-2,-4,-2
CHO parental Ca,/,-5,-2,-23,-7,-5,-5,-10
M1 ag parental,2.1,0.3,-0.1,0.8,0.6,3.7,0.1,0.2
